Compound activity (PubChem)
miR122 inh: miR-122 Renilla sensor signal increase in Huh7, primary screen, miR-122 inhibitor project, cell-based, single point, plate reader. activation (reporter increase), % at 12.5 µM. AID 602342, 2012. Huh7 miR-122 Renilla luciferase sensor, 48 h; neutral wells = 0, positive control = 100. hit rate 0.3% among 340,000;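 active = mean replicate activation score at least 90 and every replicate individually at or above 90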;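 note: higher luciferase means less miR-122 activity so hits act as miR-122 inhibitors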
Cneo AK release: Cryptococcus neoformans cell lysis inducers, primary screen, AK release luminescence, single concentration. AID 651654, 2012. hit rate 0.2% among 360,000. C. neoformans lysis, adenylate kinase release luminescence, 4 h; normalised: neutral wells 0, clomiphene wells 100. lysis activity, % at 15 µM;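 active = mean lysis activity across replicates of at least 80%, whatever share of replicates individually reach that level; inactive = mean lysis activity below 80%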
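Schedule: static 4 h at 37 °C with compound, 1 h detection; system: C. neoformans cells; benchmarks: Clomiphene as positive control; buffer or medium: fresh YPD medium; measure: luminescence rise reflecting yeast cell lysis; measured by: luminescent adenylate kinase detection reagent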
FN deposit inh: inhibitors of fibronectin matrix deposition, primary screen, AH1F cells, Alexa488-fibronectin fluorescence, plate reader. AH1F fibroblasts, overnight. hit rate 0.086% among 350,000. AID 743247, 2014. inhibition, % at 12.6 µM;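 active = mean inhibition across replicates of 30% or more, regardless of how many single replicates reach that level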;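 note: positive control wells lacked labelled fibronectin entirely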
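Assay system: AH1F fibroblasts assembling fluorescent fibronectin matrix; Amount: 10000 AH1F cells per well; Buffer or medium: DMEM, 2% serum; Probe or stimulus: Alexa488-fibronectin, 24 nM final in well; Doses: single compound dose, delivered by pin transfer; Incubation: 1 h adhesion, overnight exposure; Measured by: fluorescence 485/525 nm; Read-out: fibronectin deposition inhibition.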
LGR2 antag: inhibitors of bursicon-induced LGR2 CRE-luciferase signal, primary screen, cell-based, HEK293, CRE-luciferase reporter, bursicon stimulation; Drosophila bursicon receptor LGR2 (rickets); bursicon-stimulated, 4 h; inhibition, % at 9.99 µM; hit rate 0.35% among 380,000;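 active = drop in luminescence signal, shown as inhibition above about 50% in the replicate tests, limit read from the data, passing the limit was not always enough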;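 note: agonist challenge used bursicon conditioned medium at about half maximal strength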
EWS-Fli block: EWS/Fli-driven NR0B1 reporter inhibitors, primary screen, A673 cells, NR0B1 luciferase, luminescence, MLPCN library; viability-normalised; inhibition, % at 12.6 µM; hit rate 0.67% among 350,000; AID 651661, 2012;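 active = mean inhibition of at least 50% after viability correction, with every replicate also passing that limit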;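 note: firefly luciferase signal divided by Alamar Blue viability fluorescence both relative to DMSO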
CASP6 VEID inh: human caspase-6 inhibitors, primary screen, biochemical, VEID-R110 fluorescence, single point, set 2. P55212. purified caspase-6, Z-VEID-R110 cleavage fluorescence. inhibition, % at 12.5 µM. hit rate 0.53% among 350,000;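 active = mean inhibition across replicates at least about 35%, with every replicate also reaching that limit, limit read from the data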;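 note: 0% = median of neutral control wells and 100% = no fluorescence left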
Target sequence (P55212 24-179 limits assumed): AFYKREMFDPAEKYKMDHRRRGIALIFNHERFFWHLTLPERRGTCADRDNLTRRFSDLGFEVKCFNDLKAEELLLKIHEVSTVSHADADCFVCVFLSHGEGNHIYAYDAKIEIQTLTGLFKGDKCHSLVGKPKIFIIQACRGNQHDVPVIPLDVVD
Target sequence (P55212 194-293 limits assumed): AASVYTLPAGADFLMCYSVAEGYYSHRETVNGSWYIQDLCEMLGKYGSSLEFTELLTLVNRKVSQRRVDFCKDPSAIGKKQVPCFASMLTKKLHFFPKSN
PGC1a acetyl inh: inhibitors of PGC1a acetylation signal, primary screen, cell-based, U2OS, AlphaScreen, inhibitor mode. AlphaScreen anti-acetyl-lysine; with virally co-expressed GCN5 acetyltransferase. inhibition, % at 15.6 µM. hit rate 0.17% among 350,000. AID 651687, 2012;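 active = every replicate shows inhibition of at least 40%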;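 note: 0% = neutral control wells and 100% = positive control wells; some results beyond the cut were filed as inactive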
PAX8 inh HTS: inhibitors of PAX8-driven TPO luciferase reporter, primary screen, RMG-I cells, single concentration | SteadyGlo, 24 h | hit rate 1.2% among 360,000 | AID 652154, 2013 | inhibition, % at 12.6 µM;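 active = mean replicate inhibition at least 60% with every replicate also reaching 60%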;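 note: luciferase light reporting Pax8 driven TPO promoter activity; plate controls were median of neutral control wells for no effect and mitoxantrone controls for full effect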
Active calls of the source: *; x = no result given; & = joins results of further samples; ! = not active in a repeat; [ ] = remark or other dose.

SMILES	miR122 inh	Cneo AK release	FN deposit inh	LGR2 antag	EWS-Fli block	CASP6 VEID inh	PGC1a acetyl inh	PAX8 inh HTS
COc1ccc(CN2C(=O)CS/C2=N/N=C/c2ccccc2)cc1	-4	1	-7	x	-34	2	4	-52
O=C(O)CCC(=O)CCC(=O)c1ccc(Cl)cc1	-2	4	-1	4	x	x	0	x
COCCN=C1Sc2nc3cc4c(cc3cc2CN1CC1CCCO1)OCO4 (configuration not stated)	x	x	-7	17	-6	-3	x	6
CC1(c2ccccc2)O[C@@H]2C[C@H]3[C@@H]4CCC5=CC(=O)C=C[C@]5(C)[C@@]4(F)[C@@H](O)C[C@]3(C)[C@]2(C(=O)CO)O1 (some centres not stated)	-1	0	-4	7	4	4	1	15
Cc1cccc(NS(=O)(=O)c2nnc(NC(=O)C3CCCCC3)s2)c1	-1	-6	2	-14	13	-2	13	-9
CCOC(=O)c1cc2c(C)n(-c3ccc(OCC)cc3)c(C)c2ccc1=O	-11	-2	3	x	x	x	-13	x
COc1cc(CC(=O)N2CCN(S(=O)(=O)c3ccc(C(C)C)cc3)CC2)cc(OC)c1OC	-8	0	-14	12	4	0	-15	26
Cc1ccc(NC(=O)CSc2ccc(C(N)=O)cc2[N+](=O)[O-])cc1	6	1	-2	x	-2	0	x	-12
O=C(Nc1ncccn1)c1cccc(F)c1	-4	-1	2	-10	1	-1	4	-6
COc1ccc(-c2ccc([C@H]3[C@H]4CN(Cc5ccccc5)CC(=O)N4[C@H]3CO)cc2)cc1	x	x	-24	10	3	2	-7	4
CC(C)NC(=O)CCn1nc(-c2ccc(Cl)cc2)c2ccccc2c1=O	-3	-1	-4	11	-3	0	5	8
Cc1ccc(OCC(=O)NNC(=O)Cn2c(=O)cnc3ccccc32)cc1	x	x	-1	20	0	-4	x	5
Cc1cccc(C(=O)c2ccccc2C(=O)O)c1O	-6	0	-1	x	x	x	-3	x
O=C(O)C[C@H]1C=C[C@@H](NC(=O)c2ccncc2)[C@H](CO)O1	5[16.7 µM]	-2	16	-4	1	2	-1	-21
C[C@H]1CN([C@@H](C)CO)C(=O)c2cccc(NC(=O)Nc3ccc(F)cc3)c2O[C@H]1CN(C)C(=O)Nc1ccc2c(c1)OCO2	0[16.7 µM]	-2	x	-7	1	0	11	x
COc1cc(NC(=O)CCN2C(=O)NC3(CCCC3)C2=O)c(OC)cc1Cl	x	-1	1	5	1	0	-4	6
COc1ccccc1C(=O)NCCOc1ccc(C(C)(C)C)cc1	15	-1	-5	0	8	3	-14	-37
CN(C)C(=O)c1ccc(-c2ccc3c(c2)[C@@H]2[C@@H](CCN2C(=O)c2ccc4c(c2)OCO4)[C@H](CO)N3)cc1	-4[16.7 µM]	0	-31	-18	-1	x	8	-15
CC(C)(C)OC(=O)NN1CC(=O)N2Cc3ccccc3C[C@@H]2C1=O	4	3	-6	-6	6	4	-3	2
O=C(/C=C/c1ccco1)Nc1ccc(C(=O)N2CCOCC2)cc1	-7	-6	-2	2	x	x	-2	17
COC(=O)CN(Cc1ccccc1)S(=O)(=O)c1ccc(OC)c(OC)c1	x	0	1	0	x	-3	-1	x
CCC(=O)N(C)C[C@@H]1Oc2ncc(-c3ccc(F)cc3)cc2C(=O)N([C@@H](C)CO)C[C@@H]1C	6[16.7 µM]	-5	-12	-7	-5	-1	5	x
CCc1ccc(CNC(=O)CCCC(=O)n2nc(C)c3ccccc32)cc1	-8	-1	3	11	3	-3	-10	-1
C=CCOn1c(=O)c(-c2ccc(Cl)cc2)[n+]([O-])c2ccccc21	x	0	-2	2	0	-1	x	-2
COc1ccc(N2CCN(C(=O)c3sc4nc(-c5ccc(F)cc5)cn4c3C)CC2)cc1	6	-5	8	14	0	-2	4	-9

(continued)
SMILES	miR122 inh	Cneo AK release	FN deposit inh	LGR2 antag	EWS-Fli block	CASP6 VEID inh	PGC1a acetyl inh	PAX8 inh HTS
COn1c(C)c(C)c2c3nonc3ccc21	x	x	-1	2	-8	1	-6	9
COc1cc(OC)c(NC(=O)CN(C)S(=O)(=O)c2ccc(-c3ccc(=O)[nH]n3)s2)cc1Cl	-4	-4	20	-36	-1	2	3	10
CCC(=O)Nc1ccc2c(c1)OC[C@H](C)N(CCc1ccccc1)C[C@H](C)[C@@H](OC)CN(C)C2=O	x	x	-7	9	2	1	-11	x
CCCCn1cnc2c(SCc3ccc(Br)cc3)nc(N)nc21	8	0	-3	-12	-5	-1	-14	-2
COc1ccc(S(=O)(=O)N(C)C[C@H]2Oc3c(NS(=O)(=O)c4ccc(Cl)cc4)cccc3C(=O)N([C@H](C)CO)C[C@H]2C)cc1	4[16.7 µM]	1	-9	7	-1	x	-6	-12
Cc1ccccc1N(C(=O)c1ccccn1)C(C(=O)NCc1ccccc1)c1ccncc1 (configuration not stated)	x	-4	2	1	1	3	x	-13
C/C(CC(=O)Nc1cccnc1)=N\NC(=O)C(=O)NC(C)C	3	0	-14	-4	1	1	11	9
Cc1ccnc(NC(=O)C2CCN(S(=O)(=O)c3ccc4ccccc4c3)CC2)c1	x	x	0	9	-24	1	x	-5
CN(C)CCCNC(=O)C[C@H]1C[C@H](C(=O)N2CCCCC2)[C@@]2(C)c3[nH]c4cc(-c5ccco5)ccc4c3CCN2C1=O	2	1	8	-7	8	-45	9	-3
Cc1ccc(Nc2nc(N)c([N+](=O)[O-])c(N3CCC(C)CC3)n2)cc1C	6	-2	4	0	x	x	-2	9
O=C(COC(=O)c1cc([N+](=O)[O-])ccc1N1CCOCC1)NC1CCS(=O)(=O)C1 (configuration not stated)	x	-1	1	5	5	0	x	-8
CC(C)N1CCc2c(sc(NC(=O)Cc3ccccc3)c2C#N)C1	7	3	4	-3	7	-3	7	-6
CCc1ccc(-c2csc3ncn(CC)c(=O)c23)cc1	-3	0	-3	-38	2	0	-2	3
COc1ccc(C=O)cc1CN1C(=O)c2ccccc2C1=O	-8	1	-10	-4	-1	-5	-9	1
COc1ccc(OC)c(N=C(N)N=C(N)N)c1	-2	0	-1	x	-8	-1	-3	-6
Cc1ccccc1NC(=O)Nc1ccc2c(c1)C(=O)N(C)[C@H]1CC[C@H](CC(=O)O)O[C@H]1CO2	50[16.7 µM]	58	-6	-10	5	x	0	52
Cc1ccccc1-c1ccc(C2[C@@H]3CN(C(=O)Cc4ccccc4)C[C@H]2N3)cc1 (some centres not stated)	x	x	-3&4	14&-8	56*!	0&-1	-4&3	33&4
Cc1cc(C)cc(-n2nnc3ccccc3c2=O)c1	-7	0	2	-35	-21	-4	x	-41
Cc1ccc(S(=O)(=O)N(C)C[C@H]2OCCCC[C@H](C)Oc3ccc(NS(C)(=O)=O)cc3C(=O)N([C@H](C)CO)C[C@H]2C)cc1	2[16.7 µM]	-2	8	-3	1	1	-4	-8
C[C@H](NC(=O)C[C@H]1C[C@H]2c3cc(NS(=O)(=O)c4ccc(F)cc4)ccc3O[C@H]2[C@H](CO)O1)c1ccccc1	2[16.7 µM]	-1	8	8	12	20	-5	40
O=C(COc1ccc(Br)cc1Cl)NCCCN1CCOCC1	-5	-2	6	-20	-8	-4	1	-2
C[C@H](CO)N1C[C@H](C)[C@@H](CN(C)S(=O)(=O)c2ccc(F)cc2)Oc2ccc(NC(=O)CCC(F)(F)F)cc2CC1=O	-1[16.7 µM]	-4	x	-9	8	1	-4	5
O=C(C1CCCC1)N1CC[C@@H]2[C@H]1c1cc(C#Cc3ccc(F)cc3)ccc1N[C@@H]2CO	x	x	-4	-14	21	0	6	-11
NC(=O)C1CCN(Cc2nc(-c3cccs3)no2)CC1	-8	x	-8	4	0	0	9	-22
CC(C)CC#Cc1ccc2c(c1)O[C@@H](CN(C)C)[C@@H](C)CN([C@H](C)CO)S2(=O)=O	-6[16.7 µM]	-4	9	-6	6	-7	-6	x

(more compounds)
SMILES	miR122 inh	Cneo AK release	FN deposit inh	LGR2 antag	EWS-Fli block	CASP6 VEID inh	PGC1a acetyl inh	PAX8 inh HTS
COCc1cc(C)nc(Nc2ccc(C)cc2C)c1C#N	-5	-2	x	7	x	x	-1	x
CCCn1c(SCC(=O)OCC)nc(C(F)(F)F)cc1=O	-6	x	-9	20	4	-3	-17	0
O=C(C[C@@H]1CC[C@H]2[C@@H](COC[C@H](O)CN2C(=O)C2CCCC2)O1)NCc1ccncc1	4[16.7 µM]	-1	4	5	1	1	5	-36
C[C@@H]1CN([C@@H](C)CO)C(=O)Cc2cc(NC(=O)Cc3ccccc3)ccc2O[C@H]1CN(C)Cc1ccc(C(=O)O)cc1	1[16.7 µM]	-3	x	-3	-2	7	7	-10
Cc1c(C(=O)NC(C)C2CC3CCC2C3)cccc1[N+](=O)[O-] (configuration not stated)	3	-4	1	-18	-3	7	2	7
O=C(CNc1n[nH]c(=O)[nH]c1=O)N/N=C/c1ccccc1	x	x	5	-4	-51	2	x	9
CC1CCCCN1C(=O)C1CCN(S(=O)(=O)c2ccc(-n3cnnn3)cc2)CC1 (configuration not stated)	-4	0	8	-4	13	-1	2	3
COc1ccc(C2/C=C\CN(S(=O)(=O)c3ccc(-c4ccccc4)cc3)CC(=O)N2Cc2ccc(F)cc2)cc1 (configuration not stated)	0	0	2	15	-1	9	4	-1
C[C@@H]1CN([C@@H](C)CO)S(=O)(=O)c2ccc(C3=CCCC3)cc2O[C@H]1CN(C)CC1CCOCC1	x	5	x	5	17	-5	-8	20
Cc1ccc(-c2ccc([C@@H]3[C@H]4CN(C(=O)Cc5ccccn5)CC(=O)N4[C@H]3CO)cc2)cc1	x	x	x	4	-5	-1	5	-10
Cc1ccc(-c2nnn(CC(=O)N(Cc3cccs3)C(C(=O)NC3CCCCC3)c3ccco3)n2)o1 (configuration not stated)	-6	-1	x	x	x	x	3	3
O=C(Cc1cccs1)Nc1cc(S(=O)(=O)N2CCCCC2)ccc1Cl	18	1	-12	-23	6	3	7	-8
COc1ccc2c3c(n(C)c2c1)[C@@H](CO)N(C(=O)CN(C)C)CC31CN(Cc2nccs2)C1	x	x	4	12	-3	x	3	x
N#Cc1ccccc1OCC(=O)OCC(=O)c1ccc[nH]1	6	1	7	12	10	7	-4	-9
CC(C)C[C@@H](CN1CCCC1CN1C(=S)NC[C@@H]1Cc1ccccc1)N1C[C@H](Cc2ccccc2)N(CC2CCCCCC2)C1=S (some centres not stated)	x	x	-5	-4	-4	-4	x	-12
COc1ccc2c(c1)C(=O)N1[C@H]3c4cc(C)ccc4OC[C@@H]3[C@H](c3ccccc3)[C@]1(C)C(=O)N2	-8	-1	15	3	64*	2	7	23

4 neighbouring compounds out of the list so far, for reference:
SMILES	miR122 inh	Cneo AK release	FN deposit inh	LGR2 antag	EWS-Fli block	CASP6 VEID inh	PGC1a acetyl inh	PAX8 inh HTS
COc1ccc(CN2C(=O)CS/C2=N/N=C/c2ccccc2)cc1	-4	1	-7	x	-34	2	4	-52
O=C(O)CCC(=O)CCC(=O)c1ccc(Cl)cc1	-2	4	-1	4	x	x	0	x
COCCN=C1Sc2nc3cc4c(cc3cc2CN1CC1CCCO1)OCO4 (configuration not stated)	x	x	-7	17	-6	-3	x	6
CC1(c2ccccc2)O[C@@H]2C[C@H]3[C@@H]4CCC5=CC(=O)C=C[C@]5(C)[C@@]4(F)[C@@H](O)C[C@]3(C)[C@]2(C(=O)CO)O1 (some centres not stated)	-1	0	-4	7	4	4	1	15

Hits appear at their usual frequency; 2.5% or so of the library scored in one or more.
